Source: PubChem BioAssay (several laboratories)
HIV RNase H inh – blocks HIV-1 RNase H cleavage of RNA/DNA duplex; 65,000 tested, 1.9% active; P04585; RT-RNase H RNA/DNA duplex cleavage, fluorescence; inhibition, % at 10 µM; AID 565; in the data active = inhibition above about 50%
RmlC RmlD mix – mixture blocks RmlC and RmlD coupled enzyme activity; inhibition, % at 5.5 µM; 110,000 tested, 0.39% active; RmlC/RmlD coupled enzyme inhibition, 384-well mixture HTS; in the data active = inhibition above about 30%, passing the limit was not always enough; note: strong numbers were not always called active
An asterisk follows results filed as active; . = not tested or not shown.

SMILES | HIV RNase H inh | RmlC RmlD mix
COCCN(C(=O)Nc1ccccc1)c1ccccc1 | . | 5
CCOC(=O)c1cnc2c(-c3ccccc3)c(C)nn2c1N | -2 | -9
COc1ccc2nc(SCC(=O)NN)cc(C)c2c1 | . | 14
COc1ccc(S(=O)(=O)Cc2ccccc2)cc1N | -1 | -10
COCCNC(=O)c1c(N)sc2c1CCCC2 | 63* | 1
CN(C)C(=O)N1CCC(C(=O)NCc2ccc(F)cc2Cl)CC1 | -1 | -10
CCOCCCNC(=O)C1CCN(S(=O)(=O)c2ccc(C)cc2)CC1 | . | 14
O=C(Cn1ncc2c(=O)oc3ccccc3c21)N1CCN(c2ccccn2)CC1 | -9 | 9
CCN1CCN(Cc2cc(=O)oc3cc(C)cc(C)c23)CC1 | -2 | -11
N#Cc1cnn(Cc2ccccc2)c1N | 2 | 6
CSc1ccccc1C(=O)NCCc1ccc(S(=O)(=O)N2CCCCC2)cc1 | . | 8
O=C(CSc1ncnc2c1cnn2-c1ccccc1Cl)N1CCN(C(=O)c2ccco2)CC1 | -8 | -12
COc1ccccc1-c1nc(C#N)c(N2CCN(c3ccccc3)CC2)o1 | -13 | 14
c1cnc2ccc(C(c3nnnn3C3CCCC3)N3CCSCC3)cc2c1 (centres undefined) | . | 9
CC(=O)C1=C(O)C(=O)N(CCc2c[nH]c3ccccc23)C1c1ccco1 (centres undefined) | 6 | 2

The closing 7 compounds of the section above open the next one.
SMILES | HIV RNase H inh | RmlC RmlD mix
CCN1CCN(Cc2cc(=O)oc3cc(C)cc(C)c23)CC1 | -2 | -11
N#Cc1cnn(Cc2ccccc2)c1N | 2 | 6
CSc1ccccc1C(=O)NCCc1ccc(S(=O)(=O)N2CCCCC2)cc1 | . | 8
O=C(CSc1ncnc2c1cnn2-c1ccccc1Cl)N1CCN(C(=O)c2ccco2)CC1 | -8 | -12
COc1ccccc1-c1nc(C#N)c(N2CCN(c3ccccc3)CC2)o1 | -13 | 14
c1cnc2ccc(C(c3nnnn3C3CCCC3)N3CCSCC3)cc2c1 (centres undefined) | . | 9
CC(=O)C1=C(O)C(=O)N(CCc2c[nH]c3ccccc23)C1c1ccco1 (centres undefined) | 6 | 2
O=S(=O)(Nc1ccc2c(c1)OCO2)c1cccs1 | -7 | -5
CN(C)C(C)(C)C#CCCCCC#CC(C)(C)N(C)C | . | -61
CN1CCN(C(=O)c2ccccc2NC(=O)Cc2ccccc2)CC1 | -12 | -4
COc1ccc(-c2cc(-c3ccccc3)c(C#N)c(S(C)=O)n2)cc1 (centres undefined) | . | 74
Cc1ccc(N/N=C/c2c(O)cc(C)oc2=O)cc1 | . | 8
O=C(O)C1(NS(=O)(=O)c2ccc(F)c(Cl)c2)CCCCC1 | -3 | 7
CCOC(=O)C1CCCN(C(=O)Cn2cnc3c2c(=O)n(C)c(=O)n3C)C1 (centres undefined) | -8 | 8
CCc1cc2c(NCCC(=O)O)nc(C)nc2s1 | 2 | 2
C=CCn1c(SCC(=O)N2CCN(c3ccc(F)cc3)CC2)nnc1-c1ccco1 | -11 | 7
CC1(c2nnc(Cc3ccccc3)o2)CC(c2cccc(Cl)c2)=NO1 (centres undefined) | . | -3
O=C(NCc1ccco1)c1cc(-c2ccccc2)c(N2CCOCC2)s1 | -24 | 5
COC(=O)c1ccc(CSc2ncnc3c2oc2ccccc23)o1 | 9 | -15
O=C(Cc1cccs1)N(Cc1cccs1)C1(C(=O)NC2CCCCC2)CCCCC1 | . | -44
CN1C(=O)NC(c2ccccc2)C2=C1CN(Cc1ccco1)C2=O (centres undefined) | -1 | -20
O=S(=O)(NCCCc1ccccc1)c1ccccc1 | . | -14
COC(=O)CCC(=O)c1oc2ccc(Br)cc2c1N | 1 | -3
O=C(C1=C[C@H](C2CC2)C[C@H](OCCCCO)O1)N1CCOCC1 | . | -7
Cc1c(N=Cc2ccco2)c(=O)n(-c2ccccc2)n1C | -4 | 4
Cc1cc(C(=O)CC#N)c(C)n1-c1ccc(OC(F)F)cc1 | -28 | -7
COc1cccc(NS(=O)(=O)c2nc3nc(C)cc(C)n3n2)c1 | -5 | -9
COc1cc2ccccc2cc1C(=O)Nc1ccc(N2CCN(C)CC2)cc1 | -2 | 9
O=C(NCCNC(=O)C1CC2CCC1C2)C1CC2CCC1C2 (centres undefined) | 6 | -6
CS(=O)(=O)c1ccc2nc(NC(=O)C3COc4ccccc4O3)sc2c1 (centres undefined) | 13 | -2
Cc1ccsc1-c1nc(CSCC(=O)NCc2ccc3c(c2)OCO3)c(C)o1 | -54 | .
O=C1CN(C(=O)COC(=O)Cc2ccsc2)c2ccccc2N1 | -34 | 10
COC(=O)C1=C(C)NC(=O)CC1c1ccccc1 (centres undefined) | . | -9
CN(C)C(=O)Cn1c(SCC(=O)N2CCCc3ccccc32)nc2ccccc21 | -2 | -7
CN(C)c1nc(Nc2ccccc2)nc(Oc2ccc(=O)[nH]n2)n1 | -2 | 2
Cc1cc(C)n(CC(=O)n2nc(C)cc2C)n1 | -2 | .
O=S(=O)(c1cccc(-c2nnc(-c3ccc(Br)cc3)o2)c1)N1CCCCCC1 | 32 | 8
O=C(Cc1ccccc1)Nc1c2c(nn1-c1cccc(Cl)c1)CS(=O)(=O)C2 | -11 | 12
Cc1nc(NC(=O)c2ccccc2)sc1-c1csc(NCc2ccco2)n1 | 24 | -25
CCC1(CCc2ccncc2)C(=O)NC(=O)NC1=O | . | -16
O=c1[nH]c(SCc2ccc(F)cc2)nc2c1cnn2-c1ccc(F)cc1 | 12 | -6
O=c1ccnc(SCn2nnc3ccccc3c2=O)[nH]1 | . | 8
CCOC(=O)C1=C(C)NC(=O)NC1c1cc(C)sc1C (centres undefined) | -6 | -2
O=C1CCN(S(=O)(=O)c2ccccc2)CCN1CCOCc1cccc(F)c1 | . | 2
CCc1c(C)sc(NC(=O)c2ccco2)c1C(=O)N1CCCCC1 | 7 | 6
C=C(C)Cn1c(C2CC(=O)N(Cc3ccccc3)C2)nc2ccccc21 (centres undefined) | -10 | -16
CN(C)S(=O)(=O)c1ccc(C(=O)Oc2ccccc2)cc1 | -9 | -9
CCCn1cc(S(=O)(=O)CC(=O)N2CCc3ccccc32)c2ccccc21 | -4 | 14
CCCn1c(NCc2ccc(C)o2)nc2ccccc21 | -1 | 2
O=C(c1ccccc1)c1ccc(CN2C(=O)c3ccccc3C2=O)o1 | -60 | -13
CCCCCCN1C(=O)C(O)=C(C(C)=O)C1c1ccc(Cl)cc1 (centres undefined) | 3 | -9
Cc1cc(C)c2ccc(C)[n+]([O-])c2c1O | -29 | 4
Cc1ccc(-c2nnn(CC(=O)NCC3COCCO3)n2)o1 (centres undefined) | -2 | 1
CCc1nnc(NC(=O)CSc2nnc(CSc3nc(C)cc(C)n3)n2CC)s1 | 1 | .
CCSc1nnc(NC(=O)NCC(F)(F)F)s1 | -4 | 7
COC(=O)CCCC[C@H]1SC[C@H]2NC(=O)N[C@]21O | -9 | 14
Cc1sc2nc(SCC(=O)NCCOCCO)n(C)c(=O)c2c1C | -16 | 6
COc1cc(/C=C2/N=C(c3ccccc3)OC2=O)c(F)cc1OCc1ccccc1 | . | 8
CC12COC3(C(=O)N4CCN(c5ccccn5)CC4)CC1CCC32C (centres undefined) | 3 | .
CC1=C(C(=O)OC2CCCCC2)C(c2cccnc2)n2ncnc2N1 (centres undefined) | -2 | .
Cc1cc2cc(C(c3nnnn3C3CCCC3)N(Cc3cccnc3)Cc3ccco3)c(=O)[nH]c2cc1C (centres undefined) | . | 5
COC(=O)[C@H]1C[C@@H]1[C@H](NS(=O)(=O)c1ccccc1)c1ccccc1 | . | 14
O=C(CP(=O)(CO)CO)c1ccc(Cl)cc1 | -6 | -12
CC(C)(C)NC(=O)c1ccccc1-c1nc(-c2ccccc2Cl)no1 | -13 | -2
CCCOc1ccc(CC(=O)NNC(=S)Nc2ccccc2)cc1Br | . | -3
COc1cc(S(=O)(=O)N(Cc2ccccn2)Cc2ccccc2Cl)ccc1-n1cnnn1 | . | -8
COC(=O)Cn1c(=O)c2c(nc(Br)n2Cc2ccccc2Cl)n(C)c1=O | . | 4

Random excerpt: five entries already listed
SMILES | HIV RNase H inh | RmlC RmlD mix
O=C(CP(=O)(CO)CO)c1ccc(Cl)cc1 | -6 | -12
CCSc1nnc(NC(=O)NCC(F)(F)F)s1 | -4 | 7
CCCOc1ccc(CC(=O)NNC(=S)Nc2ccccc2)cc1Br | . | -3
COC(=O)Cn1c(=O)c2c(nc(Br)n2Cc2ccccc2Cl)n(C)c1=O | . | 4
COc1cc(/C=C2/N=C(c3ccccc3)OC2=O)c(F)cc1OCc1ccccc1 | . | 8

Continued.
SMILES | HIV RNase H inh | RmlC RmlD mix
CCC(=O)OC1(c2cccc(C)c2)CC(C)N(C)CC1C (centres undefined) | 14 | 4
CCOc1cccc(N2C(=O)CC(N3CCC(C(N)=O)(N4CCCCC4)CC3)C2=O)c1 (centres undefined) | 7 | 0
CC(=O)Nc1ccccc1-c1nc2ccc(C(=O)N3CCN(c4cc(C)ccc4C)CC3)cc2[nH]c1=O | . | 11
O=c1cc(-c2ccccc2Cl)oc2c(NS(=O)(=O)c3cccs3)ccc(O)c12 | . | 3
O=C(NCCCN1CCN(c2cccc(Cl)c2)CC1)c1nc(-c2ccncc2)no1 | 0 | 1
CCOC(=O)C1CCN(c2c(N3CCCCCC3)c(=O)c2=O)CC1 | -5 | 9
O=C(O)C1CCCCC1C(=O)NCCCn1ccnc1 (centres undefined) | . | -19
COc1cc(/C=N/Nc2nc3ccccc3o2)cc(OC)c1O | . | -18
CC(C)NC(=O)Cn1nnc(-c2cccc(NC(=O)c3ccccc3F)c2)n1 | -2 | -1
C/C(CCc1oc2c(Br)cc(Br)cc2c1-c1ccc(C)o1)=N\O | . | 4
CCOC(=O)c1sc2ncn(CC(=O)N(CC)CC)c(=O)c2c1C | -11 | 8
COc1ccc(C)cc1-n1nnnc1SCC1CCCO1 (centres undefined) | . | -9
COc1ccc(-c2oc3c4c(cc(OC)c3c(=O)c2CC=C(C)C)OC(C)(C)C=C4)c(OC)c1 | . | 119
CCc1ccccc1N1CCN(S(=O)(=O)c2ccc(F)c(C)c2)CC1 | -4 | -9
O=C(CSc1nc2c(c(=O)[nH]1)CCC2)Nc1cccc(Cl)c1 | 87* | -9
O=C(CN(c1ccc(F)cc1)S(=O)(=O)c1ccc2c(c1)OCCO2)N1CCOCC1 | -23 | 7
CCCNC(=O)c1ccc2c(=O)n3c(-c4ccc(C)cc4)csc3nc2c1 | . | 20
CC(=O)n1c2c(c3ccccc31)OC(N)=C(C#N)C2c1ccc(C(C)C)cc1 (centres undefined) | . | 11
Cc1cc(/C(=N/O)C(C)(C)NO)ccc1Cl | 1 | -15
Cc1nc(-c2ccc(NC(=O)c3cccs3)cc2)cs1 | -2 | -9
Cc1ccc2cc(C)c3nnc(SCC(=O)Nc4nc5c(s4)CCCC5)n3c2c1 | . | 6
Cc1ccc(-n2c(C)cc(C(=O)COC(=O)c3c(C)noc3C)c2C)cc1 | -5 | 6
CSc1c[n+]2c(n1C)CCC2 | 7 | -9
CCCCOc1ccc(C(=O)OC2CC(C)N(C)CC2C)cc1 (centres undefined) | -4 | -16
O=C(O)CCc1ccc(-c2cccs2)n1CC1CCCO1 (centres undefined) | 22 | 6
COc1cccc2cc(-c3cn4cccc(C)c4n3)c(=O)oc12 | 1 | 2
Cc1ccc(N2CCN(S(=O)(=O)c3ccc(F)c(C)c3)CC2)c(C)c1 | 9 | -15
CNC(=O)c1sc(N2N=C3/C(=C/c4ccccc4)CCCC3C2c2ccccc2)nc1C (centres undefined) | . | -15
CC1(C)Cc2nc(NCCCO)c(C#N)cc2CO1 | -12 | 44*
CCCC(=O)Nc1cc(OC)c(OC)cc1C(=O)O | -3 | -9

2 entries from above, set out differently.
The line under a structure holds: HIV RNase H inh, RmlC RmlD mix
CC(=O)n1c2c(c3ccccc31)OC(N)=C(C#N)C2c1ccc(C(C)C)cc1 (centres undefined)
  ., 11
Cc1cc(/C(=N/O)C(C)(C)NO)ccc1Cl
  1, -15

Following part.
SMILES | HIV RNase H inh | RmlC RmlD mix
CSc1snc(SCC(N)=O)c1C#N | -9 | -4
O=C(CSc1ncnc2ccccc12)NCc1ccco1 | -18 | -15
COc1cccc(NC(=O)C(=O)N2CCOCC2)c1 | . | 4
Cc1cc(Nc2ccccc2F)n2ncnc2n1 | -5 | 8
O=C(Nc1ccc(Cl)cc1-c1nc2ccccc2s1)c1ccco1 | . | -3
CCOC(=O)c1ccccc1NC(=O)CSc1nccn1C | -17 | 0
O=C(Cn1cnc2ccccc21)Nc1ccc(C(=O)O)cc1 | . | -18
Cc1c(OCC(F)(F)F)ccnc1CSc1nc2ccccc2[nH]1 | . | 3
O=S(=O)(NCc1ccc(Cl)cc1)c1ccc(Cl)nc1 | . | 8
COc1ccccc1N(CC(=O)Nc1ccccc1C(=O)NC(C)C)S(C)(=O)=O | -5 | 6
O=C1NC(=Nc2cccc(Cl)c2)SC1Cc1cccc(Cl)c1Cl (centres undefined) | . | 54
COc1ccc(-c2oc(/N=C/N3CCCC3)c(C#N)c2-c2ccc(OC)cc2)cc1 | . | 41
Cc1onc(-c2c(Cl)cccc2Cl)c1C(=O)N1CCc2ccccc21 | -31 | -6
COc1ccc2c(=O)c(-c3ccccc3)coc2c1 | . | -15
Cc1ccc(SCCNC(=O)c2ccc(C)c(S(=O)(=O)Nc3cccc(C)c3)c2)cc1 | . | -7
C/C(Cl)=C/CSc1nnc2n(N)c(=O)c3ccccc3n12 | . | 15
CS(=O)(=O)N1CCc2cc(S(=O)(=O)N3CCN(Cc4ccc5c(c4)OCO5)CC3)ccc21 | -2 | -31
Cc1ccccc1NC(=O)c1nc[nH]c1C(=O)NCc1ccccc1 | -20 | -40
CC(C)(C)C(=O)Cn1c(=N)n(Cc2ccccc2Cl)c2ccccc21 | . | 0
Cc1ccc(CC(=O)N2CCOCC2)cc1 | . | -10

Only part of the results is shown, so the mix of outcomes need not match the whole.
